KCNH2 3.1 inh: blocks the human KCNH2 3.1 channel isoform | activity change, % (tested at about 1.8 µM) | hit rate 0.95% among 340,000 | U2OS KCNH2 3.1, thallium flux FluxOr; hits give low values | AID 720553;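 active = maximum activity change below -70%; inconclusive = maximum activity change from -70% to -50%; inactive = maximum activity change above -50%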;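 note: thallium influx rate constant from kinetic fluorescence after stimulation buffer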
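Virally transduced U2OS (3.1 isoform, 4 h infection in dark at RT) → overnight 37 C → FluxOr + Red40 in HBSS/HEPES, 45 min → stimulation buffer, 2 min kinetic read → rate constant vs DMSO controls.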
uPA surface inh: blocks generation of uPA at the cell surface | Potency, µM (series often up to 38.3 µM), inactives show at the top dose activity change, negative = inhibition, usual class: inhibitors | AID 540303 | cell surface uPA generation assay, qHTS | hit rate 0.31% among 330,000; active = well fitted inhibition curve with a large enough effect; inconclusive = small, poorly fitted or top-dose-only effect; inactive = no such curve, though single readings can be large or run the other way; tested in mouse RAW 264.7 cells; note: potency is the fitted concentration of half-maximal effect; nearly all actives have a fitted effect of over 55% in size
BCR signal inh: blocks chronic active B-cell receptor signaling | Potency, µM (highest dose often 46.1 µM), for inactives: top-dose ratio change, negative = lower green/red ratio, hits mostly inhibitors | ABC-DLBCL IkBa-CBG/CBR reporter, luminescence ratio, 4 h | hit rate 0.05% among 340,000; active = well fitted inhibition curve with a large enough effect in the signal ratio, with a control signal flat, not every such curve was filed as active; inconclusive = small, poorly fitted or top-dose-only effect, or effect the other way, or a change in a side signal; the % refers to the signal ratio;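 note: potency is the fitted concentration of half-maximal effect; plate controls were basal doxycycline-induced cells for no effect and cells given 10 µM MG132 for full effect; MG132 reads +100%, hits lower the ratio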
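Concentration-response series (up to 46 uM) were applied to TMD8 dual-reporter cells for 4 h at 37C with doxycycline. Green/red ratio, after filter-overlap correction, defined %Activity; red signal alone was normalised to basal cells and zero luminescence.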
Eya2 phos inh: inhibitors of human Eya2 phosphatase activity; O00167; Potency, µM (titrated, usually from 76.9 µM), inactives show top-dose activity, negative = inhibition, actives largely listed as inhibitors; AID 488837; hit rate 0.006% among 330,000; recombinant Eya2, OMFP fluorescence dephosphorylation (OMFP is methylfluorescein phosphate); note: potency is the fitted concentration of half-maximal effect
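Eya2 protein (added as 0.2 uM solution) was preincubated with compound for 10 min at ambient temperature in 50 mM HEPES pH 7.5, 50 mM NaCl, 5 uM MgCl2, 0.05% BSA, 1 mM DTT. OMFP (added at 50 uM) then reacted 10 min; fluorescence read at 485/525 nm.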
USP2a block: inhibitors of human ubiquitin-specific protease USP2a. USP2 core, Ub-CHOP2 coupled fluorogenic reporter, 485/531. AID 463254. hit rate 0.01% among 330,000. Potency, µM (top dose mostly 38.3 µM), for inactives: top-dose activity change, negative = inhibition, actives largely listed as inhibitors. O75604;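 note: potency is the fitted concentration of half-maximal effect; plate controls were DMSO wells for no effect and full inhibition by NEM control for full effect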
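USP2 core (10nM final) preincubated 30min RT with compound in 20mM Tris-HCl pH 8.0, 2mM CaCl2, 2mM beta-mercaptoethanol, 0.05% CHAPS; 25nM Ub-CHOP2 plus 25nM reporter substrate added, fluorescence (Ex485/Em531) read after 60min.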
PKM2 activator: activators of human pyruvate kinase M2. hit rate 0.34% among 260,000. Potency, µM (doses to about 57.5 µM), without a hit: at the top dose activation, actives largely listed as activators. AID 1631. purified PKM2, Kinase-Glo ATP luminescence, activation; response scale: 0% is enzyme alone, no compound; note: potency is the fitted concentration of half-maximal effect; nearly all actives have a fitted effect of over 55% in size
Target sequence (P14618 whole entry, looked up): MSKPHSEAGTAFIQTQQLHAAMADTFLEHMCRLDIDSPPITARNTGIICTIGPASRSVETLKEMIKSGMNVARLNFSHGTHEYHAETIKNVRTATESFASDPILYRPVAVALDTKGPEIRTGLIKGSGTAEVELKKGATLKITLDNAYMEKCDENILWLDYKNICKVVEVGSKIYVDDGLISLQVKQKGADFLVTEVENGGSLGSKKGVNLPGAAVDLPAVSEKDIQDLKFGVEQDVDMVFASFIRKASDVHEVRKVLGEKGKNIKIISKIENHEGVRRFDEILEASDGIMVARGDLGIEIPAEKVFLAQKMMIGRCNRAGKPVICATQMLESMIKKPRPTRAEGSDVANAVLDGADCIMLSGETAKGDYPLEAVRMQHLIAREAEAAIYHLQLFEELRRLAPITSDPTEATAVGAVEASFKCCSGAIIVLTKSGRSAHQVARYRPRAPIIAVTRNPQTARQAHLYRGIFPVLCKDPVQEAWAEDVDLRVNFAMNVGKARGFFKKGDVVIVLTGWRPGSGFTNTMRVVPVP
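Purified hPK-M2 (>95%) run at intermediate activity with 0.1 mM ADP and 0.5 mM PEP in 50 mM imidazole pH 7.2, KCl, MgCl2; 1 h room temperature. ATP formed read by Kinase-Glo luminescence; normalized to uninhibited and no-enzyme controls.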
GALK inh: inhibitors of human galactokinase; Purified GALK, Kinase-Glo residual ATP luminescence; Potency, µM (top dose mostly 57.5 µM), without a hit: at the top dose activity change, negative = inhibition, actives largely listed as inhibitors; hit rate 0.007% among 270,000; AID 1868; note: potency is the fitted concentration of half-maximal effect
Target sequence (P51570 whole entry, looked up): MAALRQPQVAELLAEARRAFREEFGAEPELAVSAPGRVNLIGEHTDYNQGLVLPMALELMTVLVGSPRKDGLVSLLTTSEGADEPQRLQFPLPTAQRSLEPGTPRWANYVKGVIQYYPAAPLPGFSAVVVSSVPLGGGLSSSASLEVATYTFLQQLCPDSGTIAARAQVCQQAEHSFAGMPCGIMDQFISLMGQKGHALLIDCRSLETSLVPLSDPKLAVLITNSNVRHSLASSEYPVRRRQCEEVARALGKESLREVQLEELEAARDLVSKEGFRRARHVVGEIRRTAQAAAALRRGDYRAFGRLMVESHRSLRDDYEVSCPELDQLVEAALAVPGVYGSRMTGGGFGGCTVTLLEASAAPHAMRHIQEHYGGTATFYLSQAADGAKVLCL
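Compounds were pin-transferred into ATP buffer (35 uM final), then GALK plus galactose (5 nM, 100 uM final) was added. After 1 h at room temperature, Kinase-Glo Plus was added and luminescence read after 10 min.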
Giardia killer: kills Giardia lamblia. AID 540267. activity change, % at 7.66 µM, hits read low. hit rate 0.15% among 340,000. Giardia lamblia trophozoite viability; in the data active = activity change below about -80%; inconclusive = between about -30% and that limit;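 note: parasites exposed to compound for two days anaerobically before the ATP read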
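Killing of trophozoites was scored by loss of ATP luminescence after a 48 hrs anaerobic exposure to compounds at 37 deg C, using 100 cells per well.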
KCNH2 WT inh: blocks the wildtype human KCNH2 potassium channel | Q12809 | U2OS, BacMam KCNH2, thallium flux FluxOr; hits give low values | AID 720551 | hit rate 0.37% among 340,000 | activity change, % at 1.84 µM;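 active = maximum activity change below -70%; inconclusive = maximum activity change between -70% and -50%; inactive = maximum activity change above -50%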
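U2OS cells transduced with wild-type KCNH2 virus are loaded with FluxOr dye for 45 min, and thallium flux is measured in kinetic reads before and after stimulation buffer. Rate constants are normalized to DMSO controls.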
B2AR arrestin: recruits beta-arrestin to the human beta2-adrenergic receptor. P07550. beta-arrestin recruitment to beta2AR, cell-based reporter. Potency, µM (doses to about 46.1 µM), without a hit: at the top dose activation, hits mostly activators. hit rate 0.02% among 330,000;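 note: potency is the fitted concentration of half-maximal effect; 0% = DMSO controls and full agonism = EC100 isoproterenol or metaproterenol; nearly all actives have a fitted effect of over 65% in size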
FBPA coupling cs: counter-screen for Giardia aldolase inhibitors: coupling enzyme system; activity change, negative = inhibition, % at 58.2 µM, hits read low; hit rate 0.67% among 290,000; coupling enzyme system counterscreen, AmpLite Red fluorescence; AID 2472; in the data active = activity change below about -30%
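Compounds tested against the coupling enzymes alone at 57.5 uM final; readout was AmpLite Red fluorescence (525/598 nm) after 20 min at RT.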
* = called active by the depositor; ? = inconclusive; / = no result given; [ ] = remark or other dose. Unless noted, calls come from the whole dose curve; as a rule, active = well fitted curve in the direction sought with a large enough effect; inconclusive = small, poorly fitted or top-dose-only effect, or another doubt; inactive = no such curve, though single readings can be large; an effect the other way counts as inactive or inconclusive. Unless noted, % is set by controls: 0 for no effect and ±100 for the full control effect.

SMILES	KCNH2 3.1 inh	uPA surface inh	BCR signal inh	Eya2 phos inh	USP2a block	PKM2 activator	GALK inh	Giardia killer	KCNH2 WT inh	B2AR arrestin	FBPA coupling cs
C#CCSc1nnc(-c2ccccc2)c(=O)[nH]1	-28	3%	?	-30%	-1%	1%	-1%	-9	-10	0.1%	-5
Cc1cccc(NC(=O)CN(CC2CCCO2)C(=O)c2oc3ccc(F)cc3c2C)c1C (stereo not given)	-19	0%	-4%	7%	-2%	/	/	8	3	0.8%	/
CC(=O)Nc1ccc(NC(=O)COc2cc(O)c3c(c2)OC(C)(C)CC3=O)cc1	1	-8%	-23%	2%	-2%	2%	/	7	3	-1.0%	-1
COc1ccccc1N(CC(O)COc1ccccc1)S(=O)(=O)c1ccccc1 (stereo not given)	5	19%	2%	5%	3%	-1%	0%	-12	17	-0.5%	1
Cc1cccc(NC(=O)C23CCC(C)(C(=O)O2)C3(C)C)c1 (stereo not given)	4	2%	1%	5%	3%	-1%	12%	0	-9	-0.1%	1
CCOC(=O)C1(Cc2cccc(F)c2)CCN(Cc2cn(CC)nc2C)CC1	-1	2%	2%	?	16%	6%	0%	16	2	-0.1%	0
CC(=O)Nc1cccc(S(C)(=O)=O)c1	15	10%	3%	5%	3%	-15%	1%	7	1	0.1%	-1
COC(=O)CC1=C(C(=O)OC)[C@@H](c2ccccc2[N+](=O)[O-])C(C#N)=C(N)O1	-1	-10%	?	11%	2%	0%	14%	14	7	-0.3%	0
CC(C)CSc1nc2c(c(=O)[nH]c(=O)n2C)n1CC(O)COc1cccc2ccccc12 (stereo not given)	15	4%	?	-3%	3%	-6%	1%	15	9	-0.2%	3
CC(C)(C)c1ccccc1OCCN1CCCC1	-23	6%	-6%	-4%	3%	0%	-1%	-16	-5	-0.2%	2
O=C(CSc1nc2ccc(S(=O)(=O)N3CCOCC3)cc2[nH]1)N1CCOCC1	10	4%	10%	17%	1%	-20%	2%	22	2	0.2%	1
CC(C)CN(C(=O)CCC(=O)OCC(=O)NCCc1ccccc1)c1c(N)n(CC(C)C)c(=O)[nH]c1=O	-3	0%	0%	-4%	0%	-6%	-5%	37[activator]	-5	-0.8%	/
C[C@H](CO)N1C[C@H](C)[C@@H](CN(C)C(=O)Nc2ccccc2)Oc2c(NC(=O)Nc3ccc4c(c3)OCO4)cccc2C1=O	-31	-9%	-3%	20%	1%	/	/	6	-18	0.1%	/
Cc1cccc(NC(=O)Cn2c(=O)n(CCC(=O)NC3CCCC3)c(=O)c3ccccc32)c1	0	-10%	6%	2%	-2%	-3%	-2%	7	-24	0.1%	3
COCCN(CC(=O)NCc1ccc(OC)cc1)C(=O)CCC(=O)Nc1nccs1	9	4%	3%	19%	6%	0%	0%	2	0	0.9%	1
COc1ccc(NC2c3ncccc3C(=O)N2Cc2cccs2)cc1 (stereo not given)	-10	-1%	-4%	1%	1%	2%	6%	-5	-12	-0.2%	1
O=C(CCc1nc2ccccc2s1)OCc1ccccc1	-1	0%	3%	-11%	0%	4%	1%	?	7	0.0%	-9
COc1ccc(NC(=O)CCS(=O)(=O)c2ccc3c(c2)CCN3C(C)=O)cc1	-10	4%	-2%	-6%	2%	/	-1%	7	-9	-0.5%	/
NC(=O)c1cc(Br)cc(C2CCCCC2)c1O	-1	0%	?	-4%	-2%	0%	-1%	-9	-3	-0.8%	0
CCOC(=O)c1c(NC(=O)c2nn(CC)cc2Br)sc2c1CCCCC2	-7	-1%	2%	-25%	-2%	4%	-2%	-3	0	-0.4%	-1
CCOc1ccc(CNC(=O)CCCc2cn(C)c3ccccc23)cc1	-5	3%	?	-25%	-1%	/	0%	-14	6	-0.5%	1
CCOC(=O)N1CCN(C(=O)c2cc(COc3ccc(Cl)cc3OC)on2)CC1	9	-1%	-5%	1%	-7%	/	1%	13	5	-0.1%	/
CSc1ccc(/C=C/C(=O)OCC(=O)NCC2CCCO2)cc1 (stereo not given)	10	-14%	2%	15%	-3%	/	/	7	7	0.2%	/
CC(=O)NS(=O)(=O)c1ccc(NC(=O)c2cc(-c3cccs3)nc3ccccc23)cc1	-43	0%	18%	-2%	2%	5%	1%	5	2	-0.6%	-4
COc1ccc(C(=O)NCC(=O)OCc2c(Cl)cccc2Cl)cc1OC	20	7%	-1%	-29%	0%	/	/	0	-15	-0.6%	/
COc1ccc(/C(O)=C2/C(=O)C(=O)N(CCN(C)C)C2c2ccccn2)cc1OC (stereo not given)	7	-3%	?	8%	1%	0%	-1%	-4	-9	-0.1%	-13
O=C(Nc1ccc(Nc2ccncc2)cc1)c1ccc(Nc2ccnc3ccc([N+](=O)[O-])cc23)cc1	11	-1%	-1%	-7%	?	-8%	6%	-8	12	-0.8%	2
Cc1nnc(SC(C)C(=O)N(C)C2CCCCC2)n1N (stereo not given)	-4	19%	-2%	-18%	-3%	/	/	-13	4	6.0%	/
O=C(CCN1C(=O)C2C3CCC(C3)C2C1=O)Nc1ccc(Br)cc1 (stereo not given)	-14	-2%	3%	8%	3%	-3%	1%	4	-2	0.0%	0
CCc1nnc(NC(=O)CSC(=S)N2CCOCC2)s1	-14	-4%	-1%	-6%	3%	4%	4%	11	-6	-0.1%	0
CCc1c(C)nc2ncnn2c1N1CCC(C(=O)Nc2cccc(C(C)=O)c2)CC1	/	/	-1%	-4%	3%	1%	5%	-7	-7	0.0%	1
CCC(=O)N1c2ccc(S(=O)(=O)NCCc3ccc(OC)c(OC)c3)cc2CC1C (stereo not given)	-31	-11%	-5%	15%	1%	/	0%	-7	-1	0.0%	/
Cc1cccc(C(=O)NCCC(=O)N2CCc3ccccc3C2)c1	3	15%	4%	6%	-1%	/	/	3	-1	0.2%	/
CCOC(=O)N1CCC(NS(=O)(=O)c2ccc(C#N)cc2)CC1	0	1%	0%	-6%	1%	16%	-3%	10	-3	0.5%	3
Cc1nn(CC#N)c(=O)n1-c1ccc(C(C)C)cc1	-5	3%	-9%	8%	1%	0%	9%	-7	8	-0.1%	0
CCN(CC)S(=O)(=O)c1ccc(N2CCCCC2)c(NC(=O)c2ccncc2)c1	7	-1%	?	8%	-1%	0%	1%	7	0	0.2%	0
CCCC(=O)NCCCc1nc2ccccc2n1CC	-16	7%	-3%	11%	1%	0%	0%	?	10	0.0%	1
CC(C(=O)N1CCCC1)N1CCN(S(=O)(=O)c2ccc(C(C)(C)C)cc2)CC1 (stereo not given)	16	6%	0%	-17%	-4%	/	/	-25	-11	0.3%	/
CCOC(=O)[C@H]1[C@H]2COc3ccc(C)cc3[C@@H]2N2C(=O)[C@@H](CO)NC(=O)[C@@]12C	/	11%	1%	13%	2%	/	/	-9	/	0.4%	/
CN(C)c1nc(-c2ccccc2)nnc1C(F)(F)F	0	8%	-5%	-21%	2%	5%	0%	-15	4	0.2%	3

Part of the list above in another layout.
CCCC(=O)NCCCc1nc2ccccc2n1CC
  KCNH2 3.1 inh: -16
  uPA surface inh: 7%
  BCR signal inh: -3%
  Eya2 phos inh: 11%
  USP2a block: 1%
  PKM2 activator: 0%
  GALK inh: 0%
  Giardia killer: ?
  KCNH2 WT inh: 10
  B2AR arrestin: 0.0%
  FBPA coupling cs: 1

O=C(Nc1ccc(Nc2ccncc2)cc1)c1ccc(Nc2ccnc3ccc([N+](=O)[O-])cc23)cc1
  KCNH2 3.1 inh: 11
  uPA surface inh: -1%
  BCR signal inh: -1%
  Eya2 phos inh: -7%
  USP2a block: ?
  PKM2 activator: -8%
  GALK inh: 6%
  Giardia killer: -8
  KCNH2 WT inh: 12
  B2AR arrestin: -0.8%
  FBPA coupling cs: 2

CCOc1ccc(CNC(=O)CCCc2cn(C)c3ccccc23)cc1
  KCNH2 3.1 inh: -5
  uPA surface inh: 3%
  BCR signal inh: ?
  Eya2 phos inh: -25%
  USP2a block: -1%
  PKM2 activator: /
  GALK inh: 0%
  Giardia killer: -14
  KCNH2 WT inh: 6
  B2AR arrestin: -0.5%
  FBPA coupling cs: 1

(cont.)
SMILES	KCNH2 3.1 inh	uPA surface inh	BCR signal inh	Eya2 phos inh	USP2a block	PKM2 activator	GALK inh	Giardia killer	KCNH2 WT inh	B2AR arrestin	FBPA coupling cs
CC(CCC(=O)Nc1nncs1)C(=O)O (stereo not given)	15	2%	7%	20%	3%	-4%	1%	2	-4	-0.4%	1
Nc1ccc(C(=O)OCC(=O)N2CCN(C(=O)c3ccco3)CC2)cc1[N+](=O)[O-]	2	21%	?	-1%	-4%	-8%	-2%	12	15	-0.4%	6
COc1ccc(C)cc1N(CC(=O)NC1CCCC1)C(=O)CCC(=O)Nc1nc(C)cs1	-6	/	?	-3%	3%	-8%	0%	-3	3	0.0%	2
Cn1ccsc1=NC(=O)c1ccc(OC(F)(F)F)cc1	33	-1%	1%	6%	-1%	/	/	-21	-5	-0.5%	3
CCc1ccc(NC(=O)NCCN2CCN(c3ccc(OC)cc3)CC2)cc1	?	-8%	0%	18%	4%	/	-2%	-1	-3	0.5%	0
Cc1ccc(-c2nnn(CC(=O)Nc3cccc4c3CCCC4)n2)o1	3	-4%	1%	13%	-1%	25%	0%	-11	28	-0.1%	4

Screening results as filed in PubChem BioAssay.
